CHOP UPR activ = activators of apoptotic arm of unfolded protein response (CHOP) | CHO-CHOP luciferase reporter, UPR activation, luminescence; percent of tunicamycin response over DMSO baseline | activation, % at 10 µM | 0.34% of 330,000 active;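 active = at 10 µM dose, activation of 40% or more, normalized to positive control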;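 also: 100% = tunicamycin at 10 µg/mL and 0% = DMSO alone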
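System: CHO CHOP reporter cells. Amount: 500 cells per well. Buffer or medium: F12 medium, 10% FBS. Compound dosing: one dose, 10 µM in 0.5% DMSO. Incubation: 6 h compound exposure at 37 °C after overnight seeding. Technique: Steady-Glo luciferase luminescence. Benchmarks: tunicamycin and DMSO controls.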
tim23-1 inh = inhibits growth of tim23-1 mutant yeast; S. cerevisiae tim23-1 growth, BacTiter-Glo luminescence, 24 h; inhibition, % at 20 µM; 1.3% of 330,000 active; AID 463212;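 active = growth inhibition of the mutant yeast at or above 50%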;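 also: temperature-sensitive mutant grown at 25 °C; plate controls were DMSO-treated mutant yeast for no effect and medium wells lacking yeast for full effect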
APJ antagonist = antagonists of human APJ apelin receptor; CHO-K1 APJ beta-arrestin complementation, luminescence; 0.32% of 330,000 active; P35414; AID 2521; inhibition, % at 20 µM;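 active = inhibition above about 40% at 20 µM, limit read from the data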;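 also: cells challenged with 10 nM apelin-13 agonist together with compound; plate controls were apelin-13 plus DMSO wells for no effect and DMSO wells lacking apelin-13 for full effect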
CCR6 antagonist = blocks CCL20-driven beta-arrestin recruitment at human CCR6; P51684; CHO-K1 CCR6 PathHunter beta-arrestin, luminescence, CCL20-stimulated; inhibition, % at 20 µM; 0.49% of 340,000 active; AID 493098;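 active = compounds whose inhibition of the agonist-driven luminescence signal at 20 µM reaches about 50%, limit read from the data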;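 also: cells stimulated with CCL20 at 14 nM final; plate controls were DMSO with CCL20 for no effect and DMSO without agonist for full effect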
Target sequence (P51684 whole entry, looked up): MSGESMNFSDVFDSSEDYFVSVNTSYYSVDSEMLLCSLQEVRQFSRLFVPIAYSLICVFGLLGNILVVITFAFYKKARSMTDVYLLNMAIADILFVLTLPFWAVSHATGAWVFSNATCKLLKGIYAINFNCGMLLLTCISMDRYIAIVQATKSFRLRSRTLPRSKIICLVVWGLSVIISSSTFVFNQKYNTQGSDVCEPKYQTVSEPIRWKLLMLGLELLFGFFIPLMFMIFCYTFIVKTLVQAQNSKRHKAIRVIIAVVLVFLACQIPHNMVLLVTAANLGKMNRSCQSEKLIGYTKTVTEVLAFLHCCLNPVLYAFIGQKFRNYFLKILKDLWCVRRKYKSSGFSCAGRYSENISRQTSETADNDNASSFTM
UPR XBP1 act = adaptive UPR (XBP1) activation; CHO-XBP1 luciferase reporter, IRE1-XBP1 UPR activation, luminescence; percent of tunicamycin response, DMSO as zero; activation, % at 20 µM; 0.33% of 330,000 active; AID 463104;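 active = versus positive control, 20 µM dose yields 30% or more activation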;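 also: 100% = tunicamycin at 10 µg/mL and 0% = DMSO only wells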
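Test system: CHO-XBP1 luciferase reporter cells | Buffer or medium: Serum-containing F12 medium, 10% FBS | Schedule: 6 h compound exposure at 37 °C, 5% CO2 | Detection: Steady-Glo luciferase glow luminescence, 10 min after reagent addition | Read-out basis: Activation, % of tunicamycin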
APJ agonist = activates the human apelin receptor APJ. activation, % at 20 µM. 0.11% of 330,000 active. AID 2520. P35414. CHO-K1 APJ PathHunter beta-arrestin, luminescence; 0% DMSO wells, 100% apelin;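 active = activation more than six SD over the plate average, tested at 20 µM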;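 also: 0% = DMSO alone and 100% = apelin-13 at 10 nM; some results filed as inactive read as strong as hits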
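assay system = CHO-K1 APJ beta-arrestin complementation cell line | input = cell density 1000 per well | dosing = compound 20 µM once, DMSO 1% | timing = compound 90 min 25 °C, reagent 1 h | measured by = luminescence from split beta-galactosidase complementation, Galacton Star/Emerald II substrate | read-out basis = APJ agonist activity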
CXCR6 block = blocks human CXCR6 beta-arrestin recruitment. CHO-K1 PathHunter CXCR6 beta-arrestin, luminescence. 0.36% of 360,000 active. inhibition, % at 20 µM. O00574; in the data active = inhibition above about 34%, passing the limit was not always enough;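 also: antagonist mode with CXCL16 agonist at 10 nM final; 0% = 10 nM CXCL16 with DMSO and 100% = unstimulated wells without agonist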
Target sequence (O00574 whole entry, looked up): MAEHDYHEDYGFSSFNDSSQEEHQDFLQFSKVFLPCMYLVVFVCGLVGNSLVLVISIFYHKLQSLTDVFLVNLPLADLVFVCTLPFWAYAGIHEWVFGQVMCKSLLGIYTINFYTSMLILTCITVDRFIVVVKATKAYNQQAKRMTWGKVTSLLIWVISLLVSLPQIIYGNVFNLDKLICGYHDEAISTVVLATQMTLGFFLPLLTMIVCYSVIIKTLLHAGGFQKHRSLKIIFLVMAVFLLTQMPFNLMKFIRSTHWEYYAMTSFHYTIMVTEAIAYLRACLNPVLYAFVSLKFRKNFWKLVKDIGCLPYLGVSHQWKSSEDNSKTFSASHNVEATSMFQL
EBI2 block = EBI2 (human) antagonism; EBI2 beta-arrestin recruitment, luminescence, 7a,25-OHC stimulated; inhibition, % at 5 µM; 0.81% of 360,000 active; AID 651636; in the data active = inhibition above about 38%;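 also: enzyme fragment complementation signal reports receptor beta-arrestin coupling in cells; 0% = agonist plus DMSO wells and 100% = wells without agonist; some results beyond the cut were filed as inactive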
Target sequence (P32249 whole entry, looked up, the tested form may be a part): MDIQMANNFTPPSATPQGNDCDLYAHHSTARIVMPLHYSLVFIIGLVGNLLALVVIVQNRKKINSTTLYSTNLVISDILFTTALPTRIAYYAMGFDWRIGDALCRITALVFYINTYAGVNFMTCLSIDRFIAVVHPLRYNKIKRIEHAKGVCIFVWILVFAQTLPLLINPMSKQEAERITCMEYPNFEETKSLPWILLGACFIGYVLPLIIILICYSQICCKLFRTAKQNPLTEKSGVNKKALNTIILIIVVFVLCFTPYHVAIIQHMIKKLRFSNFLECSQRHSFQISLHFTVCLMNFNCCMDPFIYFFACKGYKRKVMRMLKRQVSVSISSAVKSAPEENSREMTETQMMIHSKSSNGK
Mdm2 MdmX PPI = human Mdm2/MdmX binding inhibition; SaOS-2 split-luciferase Mdm2/MdmX complementation, luminescence; 3% of 330,000 active; AID 485346; inhibition, % at 8 µM;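 active = inhibition of at least 50% at 8 µM in the primary screen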
* hit, by the source's call; nt = no result given. A portion of the library; rates above refer to the full screens.

SMILES	CHOP UPR activ	tim23-1 inh	APJ antagonist	CCR6 antagonist	UPR XBP1 act	APJ agonist	CXCR6 block	EBI2 block	Mdm2 MdmX PPI
O=C(Cc1ccc(N(CCCl)CCCl)cc1)NC(Cc1ccc(Cl)cc1)C(=O)O (configuration not stated)	0.6	0	7	20	-2	0	-6	1	0
Cc1cccc(C)c1N1CCN(c2c(C)cccc2C)CC1	0.8	17	35	19	1	-3	-4	5	19
O=[N+]([O-])c1ccc(N2CCNCC2)cc1Sc1ccccn1	-0.7	1	10	9	2	-5	2	-6	13
FC(F)(F)c1cccc(NC2=NCCCS2)c1	4.4	-1	12	-8	-5	0	-4	-9	-24
CC(C)N1C(=O)NC(=O)C2(Cc3cc([N+](=O)[O-])ccc3N(C)C2c2ccccc2)C1=O (configuration not stated)	1.0	22	10	30	-1	-1	0	0	10
COc1cc(/C=C/c2nc3ccccc3c(=O)n2-c2cccc(O)c2)ccc1O	0.5	17	13	4	5	-3	5	10	42
Cc1nn(CC(C)C)c(Cl)c1C(=O)O	1.7	-9	4	3	-2	-4	4	-1	-13
CC(C)c1ccc(NC(=O)CCNC(=O)N2C[C@H]3C[C@@H](C2)c2cccc(=O)n2C3)cc1	2.0	-8	4	-3	-4	-2	-2	-9	3
Cc1cc(C)[n+](C2C3CC4CC(C3)CC2C4)o1 (configuration not stated)	1.8	2	-15	-4	-2	-2	2	-16	16
O=C(CN1C(=O)CN=C(c2ccccc2Cl)c2cc(Cl)ccc21)NCc1ccco1	-2.6	7	-8	-9	-3	-2	4	4	21
Cc1cc(/C=C2/C(=O)NC(=O)N(Cc3ccco3)C2=O)c(C)n1-c1ccc(C(=O)O)cc1	2.1	-5	11	0	-1	-2	15	-8	-10
CCCCCCC(=O)N/N=C/c1c(O)n(C2CC2)c(=S)[nH]c1=O	-1.0	5	-3	14	-3	-3	18	15	5
CSc1ncc(/C=C2/C(=O)NC(=O)N(c3ccc(C)cc3)C2=O)cn1	-1.5	-6	16	8	-3	1	2	-10	-19
CN(C)C1(CNC(=O)c2ccc(NS(=O)(=O)c3ccc(Cl)c(Cl)c3)cc2)CCCCC1	0.5	9	21	-3	1	-2	4	-1	24
O=C(Nc1cccc(Cl)c1)N1C[C@H]2C[C@@H](C1)c1cccc(=O)n1C2	1.1	20	0	1	0	0	3	1	-25
C=CC(=O)NCNC(=O)C=C	2.7	11	-4	5	0	3	-6	3	11
Oc1ccc2ccccc2c1CN1CC=C(c2ccccc2)CC1	3.2	8	-7	18	3	2	-5	-2	8
CCC(=NCc1ccc(F)cc1)c1c(O)n(C)c(=O)n(C)c1=O	-1.3	21	-10	19	2	-3	-7	-8	12
CCOC(=O)C1=C(C)OC(N)=C(C#N)C12C(=O)Nc1ccc(C)cc12 (configuration not stated)	-2.0	4	-5	-7	2	1	-1	-1	14
O=C(O)[C@H]1NC[C@H]2C[C@H]21	-0.9	6	-16	-4	-2	-3	0	6	0
Cc1ccc(CC(=O)N2CCN(Cc3ccccc3)CC2)cc1	0.4	-3	4	12	1	-4	-5	10	3
CN(C)CCc1nc2ccccc2c(=O)n1-c1ccccc1	2.0	5	12	nt	0	-5	nt	nt	2
COc1ccc(CCNCc2ccccc2F)cc1OC	5.8	-8	5	-8	2	-3	3	0	-2
Cc1cccc(-n2c(O)c(C=Nc3ccc(S(N)(=O)=O)cc3)c(=O)[nH]c2=O)c1	1.0	16	-10	-6	-4	1	2	7	-11
COc1ccc(CCC(=O)N2CCC3(CC2)OCCO3)cc1	0.4	7	0	3	-1	2	3	15	4

The last 2 entries of the part above come first, to join the parts:
SMILES	CHOP UPR activ	tim23-1 inh	APJ antagonist	CCR6 antagonist	UPR XBP1 act	APJ agonist	CXCR6 block	EBI2 block	Mdm2 MdmX PPI
Cc1cccc(-n2c(O)c(C=Nc3ccc(S(N)(=O)=O)cc3)c(=O)[nH]c2=O)c1	1.0	16	-10	-6	-4	1	2	7	-11
COc1ccc(CCC(=O)N2CCC3(CC2)OCCO3)cc1	0.4	7	0	3	-1	2	3	15	4
CCSc1cc(C2C(C#N)=C(N)Oc3n[nH]c(C)c32)c(C)o1 (configuration not stated)	-1.5	10	6	9	-1	-1	-6	-14	44
CCN1CCN(S(=O)(=O)c2cnc(Cl)c(Br)c2)CC1	0.5	3	-6	-14	0	-1	-8	-10	-5
C[N+]12CCC(CC1)C(C(O)(c1cccc(Cl)c1)c1cccc(Cl)c1)C2 (configuration not stated)	-0.5	14	0	4	0	-2	-6	-9	3
Cc1nc2ccccc2c(=O)n1-c1ccc(F)cc1	-2.3	5	7	-15	-2	-4	3	-13	23
COC(=O)C1=C(c2ccc(Cl)c(C(F)(F)F)c2)C[C@@H]2CC[C@H]1N2C(=O)NCCNC(C)=O	2.2	6	12	2	-1	-4	3	-20	3
CC(=O)N1CCN(Cc2ccc(Cl)nc2)CC1	-2.5	12	-13	2	-3	-2	0	5	2
COC1=C[C@@H]2C3=C([C@@H]2C1=O)[C@@H](NC(C)=O)CCc1cc(OC)c(OC)c(OC)c13	-0.1	9	-5	-1	-7	-4	-3	-3	-10
COc1ccccc1CN1CCCC(C(=O)c2ccccc2SC)C1 (configuration not stated)	0.8	3	18	-6	-1	-6	3	2	17
COc1ccccc1N=C1SCCCN1C	-1.6	6	31	-5	0	-5	-6	1	-4
Cc1cc(C)nc(-n2c(C)nc3cc(Cl)ccc3c2=O)c1	-0.3	8	-3	-7	2	-2	6	7	25
COc1ccc2c(c1)c(C(=O)CN1CCN(C)CC1)c(C)n2Cc1ccccc1	-0.8	1	-10	6	2	-4	9	0	4
O=C(c1ccc(F)cc1)N1CCC2(CC1)OCCO2	1.8	-5	0	-6	-5	-2	-4	2	20
COc1ccc2c(c1OC)C(=O)O[C@@H]2[C@H]1c2cc3c(cc2CCN1C)OCO3	-1.6	21	13	5	-2	1	2	-5	-4
C/C(=N\N1CCCCCC1)c1c(O)n(-c2ccccc2)c(=O)[nH]c1=O	0.5	11	23	-8	3	0	1	-8	6
Cc1cc(N2C(=O)C3CCCN3C2c2cccc(Cl)c2)no1 (configuration not stated)	-0.4	0	-11	-8	-1	-2	-3	-15	-9
CCOP(=O)(OCC)/C(C#N)=C/c1ccc(Br)cc1	0.6	69*	-16	7	11	-2	4	-5	-12
Cc1ccc(-c2nc3ccccc3c(=O)n2-c2ccc(Br)cn2)cc1	1.3	53*	3	18	1	-2	-15	-10	19
CCn1cc(C(=O)N2CCOCC2)c2ccccc21	0.4	12	4	-1	1	1	1	-10	5
Cc1nc2sccc2c(=O)n1-c1ccccc1Cl	-1.1	10	3	-1	5	-6	4	1	6
Cc1cc(N2CCNCC2)nc2ccccc12	-2.2	-6	-5	-1	-2	0	1	4	11
CCC(=NCc1cccnc1)c1c(O)n(-c2ccccc2C)c(=O)[nH]c1=O	1.0	-9	15	8	-1	1	-5	-10	1
COC(=O)C1=C(c2cccc(OCc3ccccc3)c2)C[C@@H]2CC[C@H]1N2C(=O)NCc1cccc(C(F)(F)F)c1	3.9	17	3	15	-3	-2	16	24	40
COc1ccccc1[As](=O)(O)CC(O)COc1ccc(Cl)cc1Cl (configuration not stated)	0.4	12	-4	nt	-6	0	nt	nt	4
CCOc1ccc(CN(CCCl)CCCl)cc1C(=O)OC	-1.7	4	1	0	-2	-8	0	-5	-23
CN[C@@H](C)[C@@H](O)c1ccccc1	0.6	6	1	7	-7	-4	5	1	19

Later entries:
SMILES	CHOP UPR activ	tim23-1 inh	APJ antagonist	CCR6 antagonist	UPR XBP1 act	APJ agonist	CXCR6 block	EBI2 block	Mdm2 MdmX PPI
Cc1c(N=Cc2c(O)n(Cc3ccc(F)cc3)c(=O)[nH]c2=O)c(=O)n(-c2ccccc2)n1C	2.0	6	-4	-12	0	1	2	0	6
COC(=O)C1=C(c2ccc(S(C)(=O)=O)cc2)C[C@@H]2CC[C@H]1N2C	0.5	5	-3	-12	0	-4	-1	-7	6
CC(=O)N(C)CC#CCN1CCC(O)CC1	-1.8	-1	10	12	-1	-2	-3	-2	-3
CC(=O)c1cn(Cc2ccc(F)cc2)c2ccccc12	-0.2	20	-8	8	2	-1	-1	3	27
CCOc1ccc(NC(=O)c2ccc(NC(=O)COC(=O)Cc3ccccc3)cc2)cc1	3.0	-16	11	18	3	-2	-5	-11	-59
COC(=O)[C@@H]1C[C@H]1[C@@H](NP(=O)(c1ccccc1)c1ccccc1)c1ccccc1	-0.3	20	-12	9	-1	-5	6	1	56*
N=C1c2ccccc2CN1NC(=O)c1ccc(F)cc1	-2.4	0	17	4	-1	-3	-2	-13	3
C=CCN1C(=O)/C(=C/c2ccc(Br)s2)C(=O)NC1=S	2.3	56*	15	-3	-8	2	-3	10	1
Cc1cc(C)cc(N2C(=O)NC(=O)/C(=C\c3cc(C)n(C)c3C)C2=O)c1	-0.9	-11	-4	3	0	-6	14	1	9
Cc1cc(C)n2c(Br)c(CN3CC4CC(C3)c3cccc(=O)n3C4)nc2n1 (configuration not stated)	2.5	-6	22	3	-1	-1	0	-8	3
COc1ccc(N/N=C/c2c(O)n(-c3cccc(C)c3)c(=O)[nH]c2=O)cc1	1.2	-132	-15	13	5	-2	10	5	6
CC(=O)Nc1ccc(S(=O)(=O)NC(CC(=O)N2CCC3(CC2)OCCO3)C(C)C)cc1 (configuration not stated)	-2.3	6	-17	-1	3	0	5	-4	23
CCN(CC)C(=O)Oc1ccc(NC(=O)N2CCOCC2)cc1	-1.3	-3	10	3	-1	-4	1	-14	14
C=CCN1C(=O)NC(=O)/C(=C/c2ccoc2)C1=O	-1.9	9	5	6	1	-3	0	3	18
CC(=O)[C@H]1CCC2C3CC[C@H]4C[C@@H](O)CC[C@]4(C)C3CC[C@@]21C (some centres not stated)	-0.2	23	5	-5	-2	-3	-2	8	19
Cc1cc(C(=O)OCC(=O)Nc2cccc(F)c2)c(C)n1C1CC1	-2.5	8	-2	-5	-1	-4	3	-2	0
CC1(C)COC(Nc2cccc(Cl)c2)=N1	1.6	-2	2	2	-2	-4	2	-11	-39
Cc1oc(-c2ccc(F)cc2F)nc1CN1C[C@@H]2C[C@@H](C1)c1cccc(=O)n1C2	-0.9	2	-2	5	-2	-1	-3	17	-20
CN(C)P1(N(C)C)=NC(C(F)(F)F)=NC(C(F)(F)F)=N1	-1.0	15	4	-17	-3	-5	5	2	18
COc1cccc(N2C(=O)NC(=O)C3(Cc4cc(C)ccc4N(C)C3)C2=O)c1 (configuration not stated)	-1.6	-8	-26	15	-3	3	-6	-1	9
COc1cc(OC)c(OC)cc1CNCCc1ccc(OC)c(OC)c1	1.5	-4	15	-1	-3	-2	-4	2	0
Nc1cc(C(=O)Nc2ccc(Cl)cc2)ccc1N1CC2CC(C1)c1cccc(=O)n1C2 (configuration not stated)	1.4	-5	1	1	-5	-2	-2	8	16
COC(=O)C1=C(c2ccc(OC)c(OC)c2)C[C@@H]2CC[C@H]1N2C(=O)N1CCCC1	-3.9	8	2	3	-1	-4	3	2	29
Nc1ccccc1C(=O)OC1CSC1	-2.7	2	-18	-2	-1	2	-10	-4	-3

Source: PubChem
